Assay outcomes: PubChem BioAssay, several laboratories
XIAP antagonists = small molecules displacing peptide from XIAP – biochemical, IAP family, fluorescence polarization (AID 1018) | XIAP BIR domain, fluorescence polarization peptide displacement; higher % means a stronger effect | displacement, % at 20 µM; hits with a dose series show IC50 in µM | 0.007% of 200,000 active; in the data active means displacement above about 50%; further: a part of the inactive calls stands beside numbers as strong as those of hits
ER stress rescue = rescue of cells from ER stress-induced death, primary screen, 384-well, CSM14.1, thapsigargin, ATP luminescence (AID 1222) | cellular ATP content (survival), % at 20 µM, or EC50 in µM where a hit was titrated | 190,000 tested, under 10 active | CSM14.1 thapsigargin-induced death rescue, ATP luminescence; higher % means a stronger effect;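 active means EC50 below 50 µM in the dose-response confirmation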;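 further: death triggered by thapsigargin at about 15 µM added after 2 h compound pretreatment; cell ATP read after overnight thapsigargin exposure of roughly 18 to 22 hours; normalized against plate controls of thapsigargin alone and 5% DMSO vehicle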
Salmonella PhoP GFP = inhibitors of PhoP regulon expression, primary screen, Salmonella Typhimurium, GFP reporter (AID 1863). S. Typhimurium PhoP-regulated promoter GFP reporter, 4 h; higher % means a stronger effect. inhibition, % at 50 µM, or IC50 in µM where a hit was titrated. 0.16% of 300,000 active;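 active means inhibition over 29.93%, a cutoff 3 SD above the screen mean, later confirmed by dose response; inconclusive means inhibition over 29.93% but no dose response follow-up; inactive means inhibition at most 29.93% or unconfirmed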;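 further: 0% = low Mg2+ inducing control and 100% = high Mg2+ repressing control; strong numbers were not always called active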
M1AAP inhibition = malaria alanyl aminopeptidase activity blockers – biochemical, fluorogenic H-Leu-NHMec substrate, 1536-well (AID 1445); recombinant M1AAP, H-Leu-NHMec fluorogenic kinetic assay; higher % means a stronger effect; inhibition, % at 30 µM; hits with a dose series show IC50 in µM; 0.42% of 220,000 active;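 active means primary inhibition above the hit cutoff, then over 50% inhibition at one or more dose response concentrations, cut at about 23% in these data, passing the limit was not always enough; inconclusive means conflicting primary data, or primary hits not chosen for dose response; inactive means low primary inhibition, or under 50% at every dose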;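 further: plate controls were DMSO full reaction for no effect and no enzyme background for full effect; strong numbers were not always called active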
Yfh1-depleted yeast = enhancers of respiration in Yfh1-depleted yeast, dose response, Friedreich's ataxia, plus single-dose screen (AID 1465); S. cerevisiae Yfh1-off respiration, WST-1 reduction, 72 h; higher fold induction means a stronger effect; fold induction at 50 µM; hits with a dose series show EC50 in µM; 0.074% of 220,000 active;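 active means fold induction of absorbance versus untreated yeast above a set limit, then at least 30% activation at any dose in follow-up; inconclusive means repeats straddling the limit, or above it without dose testing; inactive means fold induction below the set limit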;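 further: activators that raise dye reduction in frataxin-depleted yeast; strong numbers were not always called active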
SIAH1 antagonists = blockers of Siah-1 interaction with plectin peptide – biochemical, fluorescence polarization, rhodamine-plectin, uHTS, primary screen (AID 1817) | one-dose displacement, % at 20 µM; IC50 in µM for titrated hits | Siah-1 / rhodamine-plectin peptide fluorescence polarization; higher % means a stronger effect | 0.02% of 290,000 active;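 active means displacement of at least 50% at 20 µM, with a fluorescence ratio check between 0.3 and a set limit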;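 further: plate controls were Siah plus tracer with DMSO for no effect and tracer alone without Siah for full effect; strong numbers were not always called active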
P. falciparum M17LAP = P. falciparum M17LAP inhibitors, primary screen, biochemical, fluorogenic H-Leu-NHMec substrate, 1536-well (AID 1619). inhibition, % at 30 µM, or IC50 in µM where a hit was titrated. 0.38% of 220,000 active. recombinant M17LAP, H-Leu-NHMec fluorogenic kinetic assay; higher % means a stronger effect;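 active means compound inhibiting the enzyme by more than half at any dose during confirmatory dose-response retesting; inconclusive means strong single-dose inhibitors picked by rank but not retested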;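 further: plate controls were full reaction with DMSO carrier for no effect and no enzyme background for full effect; strong numbers were not always called active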
PMI inhibition = MPI inhibition at elevated mannose 6-phosphate – biochemical, fluorescence intensity, high mannose 6-phosphate, primary screen (AID 1220) | recombinant PMI enzyme, coupled fluorescence intensity; higher % means a stronger effect | inhibition, % at 20 µM; hits with a dose series show IC50 in µM | 0.66% of 190,000 active; in the data active means inhibition above about 50%
West Nile virus CPE = West Nile virus antiviral activity, cell-based, CPE readout (AID 1621); West Nile virus-infected cells, CPE inhibition; higher % means a stronger effect; CPE inhibition, % at 10 µM; hits with a dose series show IC50 in µM; 0.02% of 290,000 active; in the data active means a potency from the dose series; inconclusive means CPE inhibition mostly from about 3.7% at the one dose, without a potency; inactive means the rest, 99 in 100 with CPE inhibition below about 2.2%; further: strong numbers were not always called active
Active calls of the source: *; i = inactive; ? = inconclusive; . = not tested or not shown; & = joins results of further samples. Random draw from the library. Share with any hit: about 1.6%.

SMILES	XIAP antagonists	ER stress rescue	Salmonella PhoP GFP	M1AAP inhibition	Yfh1-depleted yeast	SIAH1 antagonists	P. falciparum M17LAP	PMI inhibition	West Nile virus CPE
COc1cc(OC)c(C2=NOC(C(=O)NCc3cccs3)C2)cc1Cl (stereo unspecified)	-3.2%	-1.9%	-4%	-2%	i	4%	6%	13%	-1.3%
O=C(CCNC(=O)c1ccc(Br)o1)NCc1ccccc1Cl	4.7%	1.1%	7%	2%	i	-2%	3%	-6%	-0.1%
COc1ccc(N2CCN(C(=O)c3ccc(NS(=O)(=O)c4cccc(F)c4)cc3)CC2)cc1	-18%	-0.4%	12%	1%	i	-4%	10%	22%	-0.5%
COc1ccc2oc(=O)c(C(=O)N3CCc4ccccc43)cc2c1	-12%	-3.5%	12%	8%	i	7%	7%	5%	0.6%
CN1CCN(C(=O)c2ccc3c(=O)n4c(nc3c2)CCCCC4)CC1	-3.0%	1.9%	5%	9%	i	0%	5%	-6%	1.3%
CC(C)COc1ccc(S(=O)(=O)n2cc(F)c(=O)[nH]c2=O)cc1	-6.5%	1.8%	5%	3%	i	-1%	5%	50%*	0.8%
Cc1ccccc1N(Cc1nnc2n1CCCCC2)C(=O)Nc1ccccc1	-0.7%	1.9%	-6%	2%	i	1%	6%	7%	0.1%
O=c1[nH]c2ccccc2n1CCCN1CCCCC1	-5.0%	-0.6%	5%	7%	i	-2%	2%	-1%	-0.3%
CCOC(=O)N1CCC(N(CCN(C)C)C(=S)Nc2cc(Cl)ccc2C)CC1	0.6%	-0.3%	-9%	8%	i	-5%	4%	-6%	-1.2%
COC(CNC(=O)c1ccc2nc(-c3cccs3)c(-c3cccs3)nc2c1)OC	-0.7%	-1.7%	-13%	7%	i	17%	-7%	-61%	-0.7%
CCOC(=O)N1CCN(Cc2cc(=O)oc3ccc4ccccc4c23)CC1	-4.2%	-2.0%	10%	4%	i	5%	-12%	16%	-0.4%
CCOc1ccccc1OCCCOc1ccc(C)cc1Cl	-2.6%	-2.6%	-5%	4%	i	3%	-3%	0%	-0.4%
Cc1ccc(/C=N/NC(=O)c2ccncc2)o1	-1.8%	-2.1%	0%	5%	i	-5%	28%	-2%	0.0%
O=S(=O)(c1cccc(Cl)c1)N1CCCC1	-7.1%	.	-4%	0%	i	-2%	0%	14%	0.0%
CCC(C)(C)n1nnnc1C(c1ccc(C)cc1)N1CCN(C(=O)c2ccco2)CC1 (stereo unspecified)	-7.6%	-2.8%	3%	3%	i	4%	-3%	3%	2.0%
CCOc1ccc(NC(=O)CCSc2ccc(C)cc2)cc1	1.1%	2.4%	-1%	1%	i	9%	9%	-1%	0.0%
C=CCNC(=S)NNC(=O)COc1cccc(Cl)c1	-2.0%	-2.8%	-6%	3%	i	5%	10%	0%	-0.4%
CCOC(=O)Cn1cc(/C=N/NC(=O)c2ccc(C#N)cc2F)c2ccccc21	-3.3%	-0.8%	-6%	10%	i	2%	8%	1%	0.2%
CCCCCCc1nnc(NC(=O)OCC)s1	-1.3%	-0.9%	-6%	13%	i	3%	-1%	8%	-0.2%
Clc1ccccc1Nc1nc(-c2cccnc2)cs1	-9.0%	-1.0%	-6%	3%	i	1%	-1%	.	-0.5%
O=C(NCC1CCCO1)C1CCCN(Cc2cnn(-c3ccccc3)c2-n2cccc2)C1 (stereo unspecified)	-0.4%	.	-10%	0%	i	9%	5%	13%	-0.8%
O=C(O)c1cc(-c2ccc3c(c2)OCO3)nc2ccccc12	-15%	-2.5%	-7%	3%	i	1%	37%	16%	-0.5%
CN(C)C(=O)c1ccc(NC(=O)c2cc(-n3cnnc3)ccc2Cl)cc1	-4.3%	0.3%	-1%	2%	i	-4%	0%	17%	1.1%
Cc1cc([N+](=O)[O-])ccc1NC(=S)NC(=O)C(c1ccccc1)c1ccccc1	-4.2%	4.4%	-7%	10%	i	-1%	-5%	9%	-0.2%
COc1cc(/C=N/n2nnnc2N)ccc1O	-11%	-0.4%	3%	13%	i	-3%	10%	12%	-0.4%
Next results follow:
SMILES	XIAP antagonists	ER stress rescue	Salmonella PhoP GFP	M1AAP inhibition	Yfh1-depleted yeast	SIAH1 antagonists	P. falciparum M17LAP	PMI inhibition	West Nile virus CPE
O=C(CCCC(=O)N(CC(=O)NC1CCCCC1)CC1CCCO1)Nc1ccccn1 (stereo unspecified)	-5.5%	0.2%	-8%	2%	i	2%	-1%	-4%	-0.2%
Cc1cc(NC(=S)Nc2ccccc2)ccc1Br	0.2%	-0.9%	0%	5%	i	-3%	-9%	-6%	-0.5%
O=C(O)CNC(=S)N(Cc1ccc(F)cc1)C1CCCCC1	-3.3%	-4.5%	-7%	1%	i	3%	1%	-10%	0.1%
CCS(=O)(=O)c1ccc(-c2csc(-c3ccccc3Cl)n2)c(Cl)c1Cl	-5.2%	0.0%	2%	8%	i	3%	3%	6%	0.1%
CC(=O)c1cccc(NC(=S)NNC(=O)c2ccco2)c1	-6.5%	1.0%	-5%	-13%	i	-3%	2%	6%	0.7%
Cn1c(N)c(Sc2ccc(F)cc2)c(=O)n(C)c1=O	-2.3%	-0.6%	2%	-2%	i	6%	-3%	3%	-0.3%
COc1ccc(C(c2sc3ncnn3c2O)N2CC(C)OC(C)C2)cc1OC (stereo unspecified)	1.9%	-1.2%	2%	7%	i	-3%	19%	-3%	0.1%
COc1ccc(NC(=O)CN(C2CCCCC2)S(C)(=O)=O)cc1OC	-7.9%	-2.5%	-11%	6%	i	4%	12%	-2%	-0.3%
Cc1ccc(NC(=O)CCC(=O)c2cccs2)cc1	-4.4%	-0.5%	11%	3%	i	0%	4%	12%	?
Cc1ccc(C2(c3noc(CN(C)Cc4ccccn4)n3)CCCC2)cc1	-4.0%	2.8%	2%	-10%	i	-1%	-8%	-6%	-1.6%
COC(=O)c1cc(Cl)c(NC(=O)/C=C/c2ccc(Cl)cc2Cl)cc1OC	-4.7%	-1.9%	-17%	12%	i	4%	3%	8%	.
CCC(=O)Nc1c(C#N)c2nc3ccccc3nc2n1C1CCCCC1	1.2%	-2.3%	-2%	1%	i	4%	-8%	17%	-0.2%
Cc1ccc[n+](-c2nc3ccccc3nc2C(=C=[N-])C#N)c1	-0.1%	-1.2%	0%&9%	4%&13%	i	5%&-1%	5%&13%	45%	0.0%&0.2%
C=CCSc1nc(C)cc(/C=C\c2ccccc2)c1C#N	-1.3%	-1.4%	-1%	4%	i	-3%	12%	-1%	-0.8%
Cc1ccc(N(CC(=O)N2CCN(c3ccc(F)cc3)CC2)S(=O)(=O)c2c(C)nn(C)c2C)cc1	-2.3%	1.6%	-8%	1%	i	0%	4%	7%	-0.5%
O=C(COc1ccc(Cl)cc1)Nc1nnc(C2=COCCO2)o1	0.4%	-0.7%	-7%	7%	.	9%	14%	5%	.
CCC1=C(OC(=O)N(CC)CC)N2C(=O)OC(=NCC3CC3)[C@]2(Cc2ccccc2)[C@H]2C1=CC[C@H]1C(=O)NC(=O)[C@H]12	.	.	-3%	0%	i	0%	-5%	.	-0.9%
CN1/C(=C\C(=O)C[n+]2ccc(C(=O)c3ccccc3)cc2)C(C)(C)c2ccccc21	-3.7%	1.2%	-10%	5%	i	0%	17%	1%	2.3%
Cc1cc2c3c(c1C)C(=O)C(=O)N3C(C)(C)CC2C (stereo unspecified)	-1.5%	2.6%	-8%	10%	i	9%	3%	-8%	0.1%
Cc1ccc(C)c(/C(O)=C2\C(=O)C(=O)N(CCCn3ccnc3)C2c2cccnc2)c1 (stereo unspecified)	-36%	-2.2%	1%	10%	i	1%	31%	-4%	-0.2%
COc1ccc(C(=O)NCC(=O)OCC(=O)N2CCN(S(=O)(=O)c3ccccc3)CC2)cc1	-3.0%	-1.3%	5%	-2%	i	-5%	2%	-6%	-0.1%
CCOc1ccc(CCNS(=O)(=O)c2cccc3nsnc23)cc1OCC	-8.8%	-2.6%	5%	0%	i	-6%	5%	14%	-0.2%
Cc1ccc(NC(=O)CN2C(=O)NC(C)(CCc3ccccc3)C2=O)cc1 (stereo unspecified)	-5.2%	-0.5%	3%	2%	i	-2%	6%	27%	-0.8%
O=C(NC12CC3CC(CC(C3)C1)C2)c1ccc(S(=O)(=O)N2CCOCC2)cc1	-7.3%	0.1%	-17%	10%	i	-1%	5%	-2%	-0.2%
Oc1cccc(C(Nc2nccs2)c2ccc3cccnc3c2O)c1 (stereo unspecified)	-3.3%	5.3%	23%	-15%	i	-4%	-3%	58%*	?
(further entries)
SMILES	XIAP antagonists	ER stress rescue	Salmonella PhoP GFP	M1AAP inhibition	Yfh1-depleted yeast	SIAH1 antagonists	P. falciparum M17LAP	PMI inhibition	West Nile virus CPE
O=C(O)c1cnc(-c2ccccc2)nc1Sc1ccc(Cl)cc1	-0.3%	-0.7%	-1%	1%	i	-6%	-4%	8%	0.3%
c1ccc(-c2nc3ccccc3s2)nc1	-6.2%	-3.1%	10%&-1%	3%&-2%	i	-3%&0%	9%&-11%	-8%	-0.3%&0.4%
O=C(Nc1ccc2c(c1)OCO2)c1ccc2c(c1)OCO2	-12%	-5.6%	-2%	-2%	i	-4%	4%	13%	-0.5%
O=c1c2ccccc2[nH]c(=S)n1CCN1CCCC1	-2.5%	-1.2%	-12%	9%	i	0%	0%	-3%	-0.1%
O=C(N[C@@H](c1ccccc1)[C@@H]1C[C@H]1C(=O)NCc1ccccn1)OCc1ccccc1	-14%	-3.7%	0%	-1%	i	1%	18%	8%	-1.2%
C=CCSC1=Nc2sccc2C2=NC(=O)CN12	-4.7%	-0.3%	29%	0%	.	-4%	-3%	1%	.
COc1cc(NC(=O)Cc2ccccc2)c(C(=O)O)cc1OC	-1.4%	-1.0%	1%	-1%	i	3%	3%	0%	0.6%
Cc1ccc(CN2CCN(CC(=O)NCc3ccc(Cl)cc3)C2=O)cc1	-3.2%	-0.8%	1%	-2%	i	0%	-3%	-5%	0.0%
O=C(COC(=O)c1cc(-c2ccccn2)nc2ccccc12)Nc1ncc(C(F)(F)F)cc1Cl	.	.	-5%	2%	i	0%	4%	.	0.1%
COc1ccc(NC(=O)Nc2ccccc2OC)cc1	-1.3%	-4.6%	5%	-3%	i	2%	23%	6%	-0.4%
Cc1cc(CNC(=O)COc2ccc(C#N)cc2)c2ccccc2n1	-2.1%	-0.9%	0%	4%	i	-8%	-1%	7%	-0.5%
CCCCN(CCCC)CC(O)CN1C(=O)NC(C)(C)C1=O (stereo unspecified)	-0.9%	-2.3%	6%	-3%	i	-2%	0%	5%	0.0%
O=C(OCc1nc2ccccc2c(=O)[nH]1)c1cccs1	-2.6%	0.3%	7%	2%	i	-3%	2%	1%	0.0%
CN1C(=O)c2cccc(NCCCCCCN3C(=O)c4ccccc4C3=O)c2C1=O	-2.4%	-0.9%	0%	1%	i	-1%	4%	-3%	-0.3%
